FLuc modulator = inhibits or activates purified firefly luciferase, miR-21 counter-screen | purified FLuc, Km substrates, luminescence inhibition | Potency, µM (doses to about 57.5 µM), for inactives: at the highest dose activity change, negative = inhibition, hits mostly inhibitors | hit rate 6.9% among 360,000;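 note: potency is the fitted concentration of half-maximal effect; plate controls were vehicle for no effect and reference inhibitor for full effect; nearly all actives have a fitted effect of over 55% in size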
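Biochemical qHTS of compounds, final roughly 60 µM downward over six points, against 10 nM purified firefly luciferase using Km concentrations of substrates (10 uM D-luciferin, 10 uM ATP) in Tris acetate pH 7.5 buffer; luminescence output.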
NPC1 prom act = activators of NPC1 promoter; Huh7 NPC1 promoter luciferase reporter, 24 h; hit rate 2.4% among 320,000; Potency, µM (series often up to 9.22 µM), for the others: at the top dose activation, usual class: activators; AID 485313;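 note: potency is the fitted concentration of half-maximal effect; % of control where 0% means no effect; nearly all actives have a fitted effect of over 60% in size; reporter is driven by a mutant NPC1 promoter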
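Luminescence from an NPC1 promoter-driven luciferase reporter in stably transfected Huh7 cells was measured after 24 h compound treatment at 37 °C, followed by 10 min ambient incubation with luciferase detection reagent.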
Tb PFK inh = blocks T. brucei phosphofructokinase; T. brucei PFK, ADP-Glo luminescence; Potency, µM (doses to about 57.5 µM), inactives show at the highest dose activity, negative = inhibition, hits mostly inhibitors; hit rate 0.17% among 330,000;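 note: potency is the fitted concentration of half-maximal effect; 0% = uninhibited 1x PFK enzyme wells and -100% = no-enzyme wells; nearly all actives have a fitted effect of over 60% in size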
Target sequence (O15648 whole entry, looked up): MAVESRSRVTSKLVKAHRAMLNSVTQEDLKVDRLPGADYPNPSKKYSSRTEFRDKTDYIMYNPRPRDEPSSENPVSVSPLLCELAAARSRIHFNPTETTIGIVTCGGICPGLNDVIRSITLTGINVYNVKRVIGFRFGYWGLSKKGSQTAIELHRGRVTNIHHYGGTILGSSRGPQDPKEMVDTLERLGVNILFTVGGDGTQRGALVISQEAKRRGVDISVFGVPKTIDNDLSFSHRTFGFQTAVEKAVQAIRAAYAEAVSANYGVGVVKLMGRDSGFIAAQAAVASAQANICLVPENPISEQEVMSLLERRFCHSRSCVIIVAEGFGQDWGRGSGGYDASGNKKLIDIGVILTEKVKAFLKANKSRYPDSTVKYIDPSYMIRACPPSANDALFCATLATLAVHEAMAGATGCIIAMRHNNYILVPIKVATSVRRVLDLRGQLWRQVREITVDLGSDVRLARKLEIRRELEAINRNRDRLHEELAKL
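Luminescent ADP detection (ADP-Glo, two-step: ATP depletion then ADP-to-ATP conversion for luciferase) reported PFK activity after 45 min room-temperature reaction of 1.25 nM enzyme with 0.5 mM F6P and 0.1 mM ATP at pH 8.0.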
BRCA1 expr act = activators of BRCA1 expression; Potency, µM (highest dose often 46.1 µM), without a hit: at the top dose activation, actives largely listed as activators; hit rate 1.1% among 380,000; AID 624202; MCF7-BRCA1-FFLuc reporter, luminescence, 48 h; response scale: scaled: vehicle 0%, 10 µM genistein 100%; note: potency is the fitted concentration of half-maximal effect; nearly all actives have a fitted effect of over 80% in size; some results filed as inactive show a strong effect at the top dose
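Activators of BRCA1 expression were detected as increased firefly luciferase luminescence in engineered MCF7 cells after 48 h compound incubation. Signals were scaled to genistein 10 microM as full activation.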
RORgamma inh = blocks mouse ROR gamma transcriptional activity; P51450; Drosophila S2 Gal4-RORgamma UAS-luciferase reporter, 20 h; Potency, µM (highest dose often 53.6 µM), for inactives: top-dose activity change, negative = inhibition, hits mostly inhibitors; hit rate 5.4% among 310,000; AID 2551; note: potency is the fitted concentration of half-maximal effect; % is set by controls: 0 for no effect and ±100 for the full control effect; nearly all actives have a fitted effect of over 60% in size
Target sequence (P51450 whole entry, looked up, the tested form may be a part): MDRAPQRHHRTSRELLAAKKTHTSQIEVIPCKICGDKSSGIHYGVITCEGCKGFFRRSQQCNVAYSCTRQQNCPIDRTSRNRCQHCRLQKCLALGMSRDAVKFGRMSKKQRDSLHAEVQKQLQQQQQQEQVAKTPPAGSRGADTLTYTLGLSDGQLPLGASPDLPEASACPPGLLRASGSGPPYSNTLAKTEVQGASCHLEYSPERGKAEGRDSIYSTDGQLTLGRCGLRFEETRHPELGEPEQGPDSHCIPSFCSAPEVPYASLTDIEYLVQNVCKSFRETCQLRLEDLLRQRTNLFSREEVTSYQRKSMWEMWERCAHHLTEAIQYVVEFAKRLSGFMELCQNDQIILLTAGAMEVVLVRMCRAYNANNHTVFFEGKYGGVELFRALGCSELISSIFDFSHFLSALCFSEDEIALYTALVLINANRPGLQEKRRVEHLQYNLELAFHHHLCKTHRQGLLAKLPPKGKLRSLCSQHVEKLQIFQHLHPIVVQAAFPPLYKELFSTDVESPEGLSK
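Stably transfected Drosophila Schneider cells are the test system, with ROR gamma fused to Gal4 and luciferase under UAS control; luminescence is read after 20 hr of 700 uM copper sulfate induction at ambient temperature.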
Gal4-VP16 FLuc = Gal4-VP16 reporter inhibition counter-screen. Potency, µM (top dose mostly 53.6 µM), inactives show at the highest dose activity, negative = inhibition, hits mostly inhibitors. Drosophila S2 Gal4-VP16 UAS-luciferase, luminescence, 20 h. AID 2546. hit rate 3.5% among 310,000;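 note: Gal4-VP16 expression switched on by copper sulfate through the metallothionein promoter; potency is the fitted concentration of half-maximal effect; % is set by controls: 0 for no effect and ±100 for the full control effect; nearly all actives have a fitted effect of over 50% in size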
p53 reactivator = mutant p53 re-activation in reporter cells; hit rate 0.063% among 320,000; H1299 p53-A138V BP100-luciferase reporter, luminescence, 24 h; Potency, µM (doses to about 92.2 µM), for the others: top-dose activity change, positive = activation, usual class: activators; note: potency is the fitted concentration of half-maximal effect; % of control where 0% means no effect; nearly all actives have a fitted effect of over 45% in size
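p53-null H1299 cells stably carrying temperature-sensitive p53-A138V and a BP100-luciferase reporter were pinned with compounds (4-point, 1:5 series) and held 24 hrs at 37 deg C. Luminescence was read 10 min after detection reagent.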
ELG1 repair inh = inhibitors of ELG1-dependent DNA repair in HEK293T cells; HEK293T ELG1-luciferase reporter, luminescence, 16 h; DNA damage induced by 5-fluorouridine; Potency, µM (doses to about 46.1 µM), for the others: at the top dose activity change, negative = inhibition, actives largely listed as inhibitors; hit rate 2.3% among 330,000; note: potency is the fitted concentration of half-maximal effect; % is set by controls: 0 for no effect and ±100 for the full control effect; nearly all actives have a fitted effect of over 55% in size
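Step one: seed 2,000 cells per well. Step two: pin-transfer compound or DMSO alongside 5-fluorouridine. Step three: incubate 16 hr, 37 °C, 5% CO2. Step four: add ONE-Glo, wait 30 min, read luminescence.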
ELG1 genotoxic = induces genotoxicity in HEK293T cells with luciferase-tagged ELG1; HEK293T ELG1-luciferase reporter, luminescence, 16 h; Potency, µM (series often up to 46 µM), without a hit: top-dose activity change, positive = activation, most hits filed as activators; hit rate 1.3% among 330,000; AID 504466; note: potency is the fitted concentration of half-maximal effect; % of control where 0% means no effect; nearly all actives have a fitted effect of over 60% in size
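Luminescence read-out: rising ELG1-luciferase signal, reflecting elevated ELG1 protein under genetic stress, flags genotoxic compounds. Cells were treated for 16 hr at 37 °C before ONE-Glo detection.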
TRPV1 agonist = agonists of human vanilloid receptor 1 (TRPV1). Q8NER1. TRPV1-expressing cells, Fluo-8 calcium influx, agonist mode. activation, % at 8.33 µM. hit rate 0.19% among 320,000; in the data active = activation above about 80%; inconclusive = between about 30% and that limit; note: 0% is about no effect
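Cells expressing TRPV1 were dye-loaded with Fluo-8 and read kinetically: 10 s baseline, 3 min after compound (agonist portion), then 2 min after EC20 capsaicin (allosteric enhancer portion). Calcium-bound dye fluorescence at 480/520 nm.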
Rab9 prom act = Rab9 promoter activation. Huh7 Rab9 promoter-luciferase reporter, luminescence, 24 h. Potency, µM (highest dose often 9.22 µM), for the others: at the top dose activation, negative = inhibition, usual class: activators. hit rate 2.8% among 320,000; note: potency is the fitted concentration of half-maximal effect; % of control where 0% means no effect; nearly all actives have a fitted effect of over 60% in size
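Steps: seed 1500 Huh7 Rab9-luc cells per well, rest 2 h at 37 °C; add compound in DMSO; incubate 24 h; add luciferase reagent, 10 min ambient; read luminescence.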
The depositor's hits bear a star; u = inconclusive; x = no result given; [ ] = dose if it differs, or a comment. Unless noted, calls come from the whole dose curve; as a rule, active = well fitted curve in the direction sought with a large enough effect; inconclusive = small, poorly fitted or top-dose-only effect, or another doubt; inactive = no such curve, though single readings can be large; an effect the other way counts as inactive or inconclusive.

SMILES | FLuc modulator | NPC1 prom act | Tb PFK inh | BRCA1 expr act | RORgamma inh | Gal4-VP16 FLuc | p53 reactivator | ELG1 repair inh | ELG1 genotoxic | TRPV1 agonist | Rab9 prom act
Cc1nc2ccccn2c1C(=O)NCc1cccnc1 | 1.7% | -3.8% | -8.8% | -19.7% | 8.9% | 0.5% | -2.3% | -8.1% | 3.4% | -2.4 | -1.6%
Cc1ccc(CNc2ncnc3c2cnn3-c2ccccc2)cc1 | -12.5% | 5.0% | -2.0% | 3.9%[1.84 µM] | -25.3% | -18.7% | 4.2% | 23.6% | 7.2% | -0.4 | 16.0%
CCOc1[nH]n(-c2ccccc2)c(=O)c1C=Nc1ccc(OC)cc1 | u | -5.3% | -4.2% | -6.8% | 6.5% | 1.0% | -0.5% | u | -6.6% | 3.0 | 1.8%
COC(=O)NC1CCC(NC(=O)OC)CC1 (centres undefined) | -0.6% | 0.8% | -0.4% | 2.8% | -0.7% | -5.4% | 3.9% | 5.5% | 0.1% | -2.4 | -0.2%
CNC(=O)Cn1ncc2c3ccccc3n(C)c2c1=O | -1.6% | -6.4% | 6.4% | 5.8% | 13.1% | -11.5% | 4.7% | 18.1% | 0.2% | 3.9 | 7.4%
CCN(CC(=O)Nc1ccccc1C(F)(F)F)C(=O)CCc1c(C)[nH]c(=O)c(C#N)c1C | 1.6% | -1.6% | 0.5% | 38.3% | -3.1% | 7.0% | 0.4% | u | 7.0% | 1.8 | 8.0%
CN1CCN(C(=O)c2ccc(S(=O)(=O)c3ccc(Br)cc3)cc2)CC1 | 1.5% | 1.2% | 1.5% | -25.0% | -2.0% | -5.7% | -9.4% | u | -4.8% | 0.2 | -11.3%
C[C@@H](NC(=O)c1nc[nH]c1C(=O)NC1CCN(C(=O)OC(C)(C)C)CC1)c1ccccc1 | -1.6% | -2.7% | -3.7% | -16.4% | x | x | 5.5% | -15.2% | 0.0% | -1.8 | -6.9%
COc1cc(C(=O)NCC(=O)N/N=C(C)\C=C\c2ccccc2)cc(OC)c1OC | -4.3% | -6.3% | 0.4% | -7.1% | -1.9% | 1.9% | -2.5% | 7.6% | 7.8% | 7.0 | -7.7%
COc1ccccc1NC(=O)C(C)N(C)Cc1ccc(Cl)s1 (centres undefined) | 1.7% | -2.7% | 1.2% | -7.8% | u | 9.9% | 5.6% | -2.7% | -9.8% | u | 2.2%
O=C(NCc1ccccc1F)C(=O)NCC1CCCN1S(=O)(=O)c1cccs1 (centres undefined) | 0.2% | 6.4% | 0.3% | 3.6% | x | x | -1.2% | -1.9% | 1.7% | 1.2 | 0.6%
CCCS(=O)(=O)N1CCCC(C(=O)NCCc2ccc(Cl)cc2)C1 (centres undefined) | 5.7% | -7.7% | 1.4% | -8.1% | 29.3% | 5.5% | 5.9% | -10.1% | -5.4% | 17.5 | 25.8%
COC(=O)C(C)NC(=S)N1CCN(c2c(F)cc3c(=O)c(C(=O)O)cn(C4CC4)c3c2OC)CC1C (centres undefined) | -2.3% | -3.1% | -23.5% | 1.7% | -15.8% | u | -0.5% | -24.1% | -0.6% | -6.4 | 0.1%
Cc1ccc(C(=O)NCCc2ccccc2)cc1 | 0.536µM* | u | -1.1% | u | 4.47µM* | 3.98µM* | 2.1% | u | u | 83.7* | 0.0398µM*
COC(=O)c1cc(S(=O)(=O)Nc2cccc(S(N)(=O)=O)c2)oc1C | -3.1% | -0.7% | -17.8% | -3.5% | -17.7% | -6.7% | -1.7% | 5.0% | 0.9% | -4.9 | -2.7%
CSc1nccc(Oc2ccc(C#N)cc2)n1 | -0.8% | 0.1% | -2.1% | 14.2% | 2.1% | 1.3% | -7.1% | 25.4% | -2.4% | -5.2 | 0.5%
CC(=O)NC(C)C(=O)OCC(=O)c1ccc(Cl)s1 (centres undefined) | -0.5% | 0.6% | 0.1% | -2.9% | -6.3% | 2.2% | 0.7% | 0.9% | 1.7% | 0.1 | 6.0%
N#CCCn1cc(C(=O)Nc2ccc([N+](=O)[O-])cc2)c(-c2cc3ccccc3o2)n1 | 0.4% | -9.0% | 15.7% | -32.4% | u | -12.6% | 0.2% | -2.6% | 13.3% | -2.4 | -3.4%
COCC(C)n1c(SCC(=O)NC(=O)Cc2ccccc2)nc2ccccc2c1=O (centres undefined) | 5.3% | -0.7% | -2.4% | -1.3% | x | x | -0.8% | -7.6% | 1.7% | 8.8 | 1.7%
COc1cccc(CN(C)C(=O)CCN(c2ccccc2)S(=O)(=O)c2ccc(C)cc2)c1OC | 0.2% | -0.2% | 14.0% | -28.2% | x | x | 18.6% | u | -7.2% | 0.8 | -6.1%
Cc1oc2c(c1C(=O)O)C(=O)c1ccccc1C2=O | -6.4% | 13.7% | 29.8% | u | u | u | -3.3% | 8.2µM* | -3.3% | 0.7 | u
O=C(CSc1nnc(SCc2ccc(Cl)cc2)s1)N/N=C/c1c[nH]c2ccccc12 | -4.7% | 7.3% | -9.2% | -62.8% | 11.2µM* | 8.91µM* | 7.4% | -0.5% | 10.2% | -1.1 | -2.9%
Cc1ccc(NC(=O)COC(=O)Cn2cnc3c2c(=O)n(C)c(=O)n3C)cc1 | x | x | 0.5% | -12.4% | x | x | 1.0% | 7.9% | 4.8% | x | x
Cc1ccc(N(C)C(=O)c2ccc3c(Cl)c4c(nc3c2)CCC4)cc1C | u | 6.8% | 4.4% | 10.7% | u | -21.7% | 2.3% | -11.2% | -1.3% | 1.6 | 21.8%
Cc1nnc(SCC(=O)Nc2nc3ccccc3s2)n(N)c1=O | -1.4% | 1.5% | -8.6% | -6.9% | 13.6% | 6.5% | 2.5% | u | 3.4% | 0.4 | -5.7%
CCCN(CC1CC1)C(=O)COC(=O)c1ccc(CNS(=O)(=O)c2ccc(F)c(Cl)c2)cc1 | 5.1% | 4.0% | 3.0% | -31.2% | 21.1% | -6.8% | 5.4% | 11.8% | 0.8% | 4.6 | 2.2%
CC1(C)Cc2[nH]c(=O)c(C#N)cc2CS1 | -1.4% | 0.3% | -2.6% | -33.9% | 4.9% | -0.7% | -1.8% | -1.3% | -1.2% | -5.9 | 0.1%
Cc1cnccc1NC(=O)c1cccs1 | 3.5% | -3.1% | 0.7% | 17.5% | -35.2% | -8.1% | -3.0% | u | -4.9% | -0.2 | 8.8%
CN(C(=O)COC(=O)c1n[nH]c2ccccc12)C1CCS(=O)(=O)C1 (centres undefined) | -0.7% | -0.5% | -0.6% | -2.0% | -5.3% | 6.4% | -0.7% | 8.2% | 0.6% | -3.1 | -1.9%
COc1ccc2sc(-c3ccc(N(C)C)cc3)c(-c3cnc(OC)nc3)c2c1 | u | 10.2% | -0.1% | 7.9% | x | x | u | 28.3% | 4.7% | -0.5 | -6.6%

Copied from the listing (2 entries):
SMILES | FLuc modulator | NPC1 prom act | Tb PFK inh | BRCA1 expr act | RORgamma inh | Gal4-VP16 FLuc | p53 reactivator | ELG1 repair inh | ELG1 genotoxic | TRPV1 agonist | Rab9 prom act
CN(C(=O)COC(=O)c1n[nH]c2ccccc12)C1CCS(=O)(=O)C1 (centres undefined) | -0.7% | -0.5% | -0.6% | -2.0% | -5.3% | 6.4% | -0.7% | 8.2% | 0.6% | -3.1 | -1.9%
COc1ccc2sc(-c3ccc(N(C)C)cc3)c(-c3cnc(OC)nc3)c2c1 | u | 10.2% | -0.1% | 7.9% | x | x | u | 28.3% | 4.7% | -0.5 | -6.6%

Next results follow:
SMILES | FLuc modulator | NPC1 prom act | Tb PFK inh | BRCA1 expr act | RORgamma inh | Gal4-VP16 FLuc | p53 reactivator | ELG1 repair inh | ELG1 genotoxic | TRPV1 agonist | Rab9 prom act
CCN1CCN(S(=O)(=O)c2ccc3[nH]c(=O)oc3c2)CC1 | 8.9% | -3.2% | 0.6% | 0.3% | 1.3% | 4.2% | 2.1% | 3.0% | 0.1% | 1.1 | 2.4%
Cc1nn2c(N)c(-c3ccccc3)cnc2c1-c1ccc(Cl)cc1 | 5.36µM* | 2.51µM* | 1.6% | -78.2%[inhibitor] | -25.2% | u | 20.8% | u | u | -1.1 | 3.55µM*
O=[N+]([O-])c1ccc(C(=S)N2CCN(Cc3ccccc3)CC2)cc1 | -0.5% | 0.6% | -0.2% | -0.2% | u | 12.4% | 3.8% | -4.7% | -13.5% | 7.5 | -2.4%
CC1(C)Cc2c(cnn2-c2ccccc2)C(NC(=O)CCc2ccc(=O)[nH]n2)C1 (centres undefined) | -0.4% | 0.6% | -3.2% | -13.8% | -8.1% | 3.1% | x | -13.8% | 2.0% | -5.1 | 7.1%
CCN(CC)S(=O)(=O)c1ccc2oc(SCc3ccc(F)cc3)nc2c1 | 2.9% | -7.0% | -5.6% | -36.2% | u | u | u | 3.8% | -3.7% | -4.0 | -5.2%
COc1cccc(C(=O)OC(C)C(=O)NCC2CCCCC2)c1 (centres undefined) | -1.2% | -3.2% | -7.6% | -12.1% | x | x | -8.6% | -3.2% | 1.9% | 11.3 | -3.9%
